STAT1 act – increases IFN-gamma driven STAT1 reporter signal | NIH 3T3 STAT1-luciferase reporter, luminescence; 100% = IFN-gamma alone, no compound | activation (% of control), % at 5.5 µM | AID 932 | 2.6% of 200,000 active;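 active means activation above the screen-wide mean activation plus 3 SD, cut at about 130% in these data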;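 further: raw ratio to IFN-gamma control signal so 100% means no change and 0% no light; values of inactives mirror those of a sister screen read the other way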
G6PDH CS – counter-screen for G6PDH assay hits: L. mesenteroides G6PDH inhibition; Purified L. mesenteroides G6PDH, diaphorase/resazurin coupled fluorescence, 45 min; inhibition, % at 5 µM; AID 1020; 0.12% of 200,000 active; in the data active means inhibition above about 50%
DTT redox prof – compounds producing H2O2 with reducing agent – biochemical, NIH compound library profiling, artefact control for MLSCN library redox annotation, primary screen; DTT-dependent redox cycling H2O2, phenol red/HRP absorbance; 100% = 100 µM peroxide control, 0% = buffer; activation, % at 10 µM; 0.03% of 200,000 active; AID 878;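 active means activation of at least 50% relative to the plate's high and low controls in the primary single-dose screen; inactive means activation below 50%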;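 further: compound incubated with DTT at 0.8 mM final as the reducing agent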
APP 5UTR inh – APP translation inhibition; SH-SY5Y APP 5'UTR-luciferase reporter, luminescence; inhibition, % at 2 µM; 0.82% of 190,000 active; AID 1285;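 active means inhibition above a set limit, derived from the sample mean plus 3 SD, cut at about 45% in these data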; further: values of inactives mirror those of a sister screen read the other way
FLuc inh counter – counter-screen for luciferase assay inhibitors: firefly luciferase inhibition; ATPLite firefly luciferase biochemical luminescence, 10 min; P08659; inhibition, % at 10 µM; 1.5% of 200,000 active;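 active means inhibition above about 50% when tested at 10 µM, limit read from the data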
Target sequence (P08659 whole entry, looked up): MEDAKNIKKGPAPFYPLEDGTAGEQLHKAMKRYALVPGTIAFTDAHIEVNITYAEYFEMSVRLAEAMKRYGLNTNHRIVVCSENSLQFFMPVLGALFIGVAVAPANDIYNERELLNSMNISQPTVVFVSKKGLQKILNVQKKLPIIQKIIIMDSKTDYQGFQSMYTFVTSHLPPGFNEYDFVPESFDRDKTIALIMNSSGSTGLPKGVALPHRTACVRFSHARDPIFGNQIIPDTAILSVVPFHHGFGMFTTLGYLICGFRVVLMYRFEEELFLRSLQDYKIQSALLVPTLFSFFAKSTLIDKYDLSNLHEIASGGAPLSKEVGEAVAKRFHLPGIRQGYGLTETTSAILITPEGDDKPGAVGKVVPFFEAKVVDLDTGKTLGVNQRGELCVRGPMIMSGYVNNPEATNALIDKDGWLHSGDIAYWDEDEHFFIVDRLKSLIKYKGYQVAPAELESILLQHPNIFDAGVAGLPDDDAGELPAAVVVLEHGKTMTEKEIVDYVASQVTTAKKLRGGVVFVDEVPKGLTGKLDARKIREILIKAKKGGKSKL
APP 5'UTR act – activates APP 5'UTR luciferase reporter. SH-SY5Y APP 5'UTR luciferase reporter, luminescence; zero percent = DMSO vehicle wells. activation, % at 2 µM. 1% of 190,000 active. AID 1276;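 active means activation above a set limit, based on mean plus 3 SD of controls, cut at about 140% in these data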; further: values of inactives mirror those of a sister screen read the other way
Hsp70 activator – switches on Hsp70 transcription. HeLa Hsp70 promoter luciferase reporter, luminescence; scaled: vehicle 0, proteasome-inhibitor control 100%. AID 1203. activation, % at 10 µM. 0.04% of 200,000 active;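 active means activation above the mean across all tested compounds plus 3 SD, cutoff set per campaign, cut at about 5.5% in these data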;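 further: 100% = MG132 at 30 µM as the positive control and 0% = DMSO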
NF-kB neuron act – NF-kB expression increase, human neuronal cells | NF-kB reporter expression; active compounds read high | fold change at 12.5 µM | 1.6% of 190,000 active | AID 1239; in the data active means fold change above about 3.3
FLuc act counter – affects firefly luciferase, flagging false hits in luciferase stimulation screens | ATPlite luciferase biochemical, luminescence, 10 min; 0 = ATP-free wells, 1 = DMSO control | 200,000 tested, under 10 active | activation factor at 10 µM;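 active means luciferase activation factor, scaled between plate controls, of at least 2 with compound at 10 µM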
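System: luciferase plus luciferin reagent, cell-free; medium: PBS as buffer for the ATP substrate; dosing: test compounds dosed from 2 mM stocks in 100% DMSO; timing: 10 min post-reagent at room temperature; measured by: luminescence measurement of luciferase light output; evaluation: luciferase activation, seen as luminescence increase over controls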
Efa HMGR inh – inhibitors of class II HMG-CoA reductase from Enterococcus faecalis; purified E. faecalis HMGR, NADPH absorbance 340 nm kinetic; inhibition, % at 10 µM; 0.41% of 190,000 active; AID 1066;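 active means inhibition above a set limit, the median over all tested compounds plus 3 SD, cut at about 9.5% in these data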;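 further: enzyme runs in reverse so mevalonate oxidation gives rising NADPH absorbance; 0% = complete reaction with DMSO and 100% = background rate lacking mevalonate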
Starred values were filed as active, the others as inactive.

How did O=C1CC(=O)Nc2cc(S(=O)(=O)N3CCN(c4cccc(C(F)(F)F)c4)CC3)ccc2N1 do in these assays?
STAT1 act: 90; G6PDH CS: 11; DTT redox prof: -1.1; APP 5UTR inh: -12; FLuc inh counter: 0; APP 5'UTR act: 12; Hsp70 activator: 0.1; NF-kB neuron act: 0.94; FLuc act counter: 1; Efa HMGR inh: 0

What do the screens show for `c1ccc(CSc2ccc(-c3ccc4c(c3)OCO4)nn2)cc1`?
STAT1 act: 116; G6PDH CS: -13; DTT redox prof: 0.3; APP 5UTR inh: -58; FLuc inh counter: 46; APP 5'UTR act: 57; Hsp70 activator: -0.2; NF-kB neuron act: 2.8; FLuc act counter: 0.5; Efa HMGR inh: -4

Results for COc1cc(OC)c(C2=NOC(C(=O)O)C2)cc1Cl (configuration not stated) ?
STAT1 act: 102; G6PDH CS: 0; DTT redox prof: 2.6; APP 5UTR inh: -8; FLuc inh counter: 0; APP 5'UTR act: 8; Hsp70 activator: -0.4; NF-kB neuron act: 1.1; FLuc act counter: 1; Efa HMGR inh: -5

What do the screens show for `CS(=O)(=O)N(Cc1ccccc1)c1ccc(C(=O)Nc2ccccc2Sc2ccccc2)cc1`?
STAT1 act: 96; G6PDH CS: -9; DTT redox prof: 2.7; APP 5UTR inh: -7; FLuc inh counter: -5; APP 5'UTR act: 7; Hsp70 activator: 0.1; NF-kB neuron act: 0.97; FLuc act counter: 1.1; Efa HMGR inh: 0

How did Cc1cccc(NC(=O)C2CCN(S(=O)(=O)c3cccc4nsnc34)CC2)n1 do in these assays?
STAT1 act: 95; G6PDH CS: -4; DTT redox prof: -0.5; APP 5UTR inh: 5; FLuc inh counter: -11; APP 5'UTR act: -5; Hsp70 activator: -0.2; NF-kB neuron act: 0.89; FLuc act counter: 1.1; Efa HMGR inh: -2

What do the screens show for `CCOCC(=O)Nc1nc2c(s1)C(=O)CC(C)(C)C2`?
STAT1 act: 95; G6PDH CS: 20; DTT redox prof: -0.6; APP 5UTR inh: -13; FLuc inh counter: -1; APP 5'UTR act: 13; Hsp70 activator: 0.2; NF-kB neuron act: 1.1; FLuc act counter: 1; Efa HMGR inh: 1

How did Cc1ccnc(SCC(=O)c2cccs2)n1 do in these assays?
STAT1 act: 118; G6PDH CS: 2; DTT redox prof: 0.0; APP 5UTR inh: -67; FLuc inh counter: 0; APP 5'UTR act: 67; Hsp70 activator: -0.2; NF-kB neuron act: 1.8; FLuc act counter: 1; Efa HMGR inh: -5

What do the screens show for `Cc1ccc(-c2nc3cccnc3s2)cc1NS(=O)(=O)c1cccs1`?
STAT1 act: 114; G6PDH CS: 9; DTT redox prof: 0.4; APP 5UTR inh: -8; FLuc inh counter: -2; APP 5'UTR act: 8; Hsp70 activator: 0.0; NF-kB neuron act: 1.1; FLuc act counter: 1; Efa HMGR inh: -2

How did CCOc1[nH]n(-c2ccc(Cl)cc2)c(=O)c1C=NCC(=O)OC do in these assays?
STAT1 act: 101; G6PDH CS: 6; DTT redox prof: -1.8; APP 5UTR inh: -102; FLuc inh counter: 0; APP 5'UTR act: 102; Hsp70 activator: 0.0; NF-kB neuron act: 1.1; FLuc act counter: 1; Efa HMGR inh: -11

Results for O=C(Nc1ccc(Br)cc1F)C1CCCO1 (configuration not stated) ?
STAT1 act: 102; G6PDH CS: -1; DTT redox prof: 0.5; APP 5UTR inh: -13; FLuc inh counter: 3; APP 5'UTR act: 13; Hsp70 activator: 0.2; NF-kB neuron act: 1.1; FLuc act counter: 1; Efa HMGR inh: -2

Results for CCCc1cc(C(=O)Nc2cccc(Cl)c2)no1 ?
STAT1 act: 123; G6PDH CS: -18; DTT redox prof: 0.0; APP 5UTR inh: 12; FLuc inh counter: 17; APP 5'UTR act: -13; Hsp70 activator: -0.3; NF-kB neuron act: 2.1; FLuc act counter: 0.8; Efa HMGR inh: -8

What do the screens show for `CCn1c(=O)c(C(=O)NCc2ccc(OC)c(OC)c2)c(O)c2ccccc21`?
STAT1 act: 108; G6PDH CS: -1; DTT redox prof: 1.1; APP 5UTR inh: -1; FLuc inh counter: -9; APP 5'UTR act: 1; Hsp70 activator: -0.3; NF-kB neuron act: 0.99; FLuc act counter: 1.1; Efa HMGR inh: 0

How did N#C/C(C(=O)N1CCOCC1)=C1/SC(Cc2ccccc2)C(=O)N1c1ccccc1 (configuration not stated) do in these assays?
STAT1 act: 101; G6PDH CS: 0; DTT redox prof: -0.9; APP 5UTR inh: -1; FLuc inh counter: -4; APP 5'UTR act: 1; Hsp70 activator: -0.5; NF-kB neuron act: 1.1; FLuc act counter: 1; Efa HMGR inh: 0

What do the screens show for `COc1cc(C(=O)OC(C)CN2CCOCC2)cc(OC)c1OC` (configuration not stated)?
STAT1 act: 105; G6PDH CS: 10; DTT redox prof: 0.4; APP 5UTR inh: -6; FLuc inh counter: -6; APP 5'UTR act: 6; Hsp70 activator: -0.1; NF-kB neuron act: 1.2; FLuc act counter: 1.1; Efa HMGR inh: 0

How did O=C(CNC(=O)c1cccc(OC(F)F)c1)OCc1cc(=O)n2cc(Br)ccc2n1 do in these assays?
STAT1 act: 102; G6PDH CS: 10; DTT redox prof: 0.4; APP 5UTR inh: -13; FLuc inh counter: 4; APP 5'UTR act: 13; Hsp70 activator: -0.3; NF-kB neuron act: 0.85; FLuc act counter: 1; Efa HMGR inh: 2

Results for c1ccc(CC2CCN(Cc3ccccn3)CC2)cc1 ?
STAT1 act: 96; G6PDH CS: 21; DTT redox prof: -0.2; APP 5UTR inh: 5; FLuc inh counter: -7; APP 5'UTR act: -5; Hsp70 activator: -0.3; NF-kB neuron act: 0.97; FLuc act counter: 1.1; Efa HMGR inh: -3

How did O=C(NCCNCc1cccs1)c1ccccc1F do in these assays?
STAT1 act: 95; G6PDH CS: 2; DTT redox prof: -2.6; APP 5UTR inh: -3; FLuc inh counter: -4; APP 5'UTR act: 3; Hsp70 activator: -0.4; NF-kB neuron act: 1.3; FLuc act counter: 1; Efa HMGR inh: 2

Results for C#CCNC(=O)C1=C[C@@H](C(C)(C)C)C[C@@H](OCc2ccc(CO)cc2)O1 ?
STAT1 act: 99; G6PDH CS: 5; DTT redox prof: -0.9; APP 5UTR inh: 15; FLuc inh counter: -6; APP 5'UTR act: -15; Hsp70 activator: -0.2; NF-kB neuron act: 1.1; FLuc act counter: 1.1; Efa HMGR inh: -2

How did O=C(Nc1cccc(-c2nnc(-c3ccccc3)o2)c1)C1CCCCC1 do in these assays?
STAT1 act: 141*; G6PDH CS: 13; DTT redox prof: 2.4; APP 5UTR inh: -20; FLuc inh counter: 4; APP 5'UTR act: 20; Hsp70 activator: 0.3; NF-kB neuron act: 1.4; FLuc act counter: 1; Efa HMGR inh: -1

Results for CCOC(=O)c1ccccc1NS(=O)(=O)c1ccc(S(=O)(=O)N2CCCC2)cc1 ?
STAT1 act: 102; G6PDH CS: 8; DTT redox prof: 0.6; APP 5UTR inh: -9; FLuc inh counter: -10; APP 5'UTR act: 9; Hsp70 activator: -0.2; NF-kB neuron act: 1.4; FLuc act counter: 1.1; Efa HMGR inh: -2

Reprinted from the part before: two compounds, then new ones.
How did O=C(Nc1cccc(-c2nnc(-c3ccccc3)o2)c1)C1CCCCC1 do in these assays?
STAT1 act: 141*; G6PDH CS: 13; DTT redox prof: 2.4; APP 5UTR inh: -20; FLuc inh counter: 4; APP 5'UTR act: 20; Hsp70 activator: 0.3; NF-kB neuron act: 1.4; FLuc act counter: 1; Efa HMGR inh: -1

Results for CCOC(=O)c1ccccc1NS(=O)(=O)c1ccc(S(=O)(=O)N2CCCC2)cc1 ?
STAT1 act: 102; G6PDH CS: 8; DTT redox prof: 0.6; APP 5UTR inh: -9; FLuc inh counter: -10; APP 5'UTR act: 9; Hsp70 activator: -0.2; NF-kB neuron act: 1.4; FLuc act counter: 1.1; Efa HMGR inh: -2

Results for Cc1ccc(N=C2NC(=O)CS2)cc1 ?
STAT1 act: 105; G6PDH CS: -1; DTT redox prof: 1.0; APP 5UTR inh: 7; FLuc inh counter: -7; APP 5'UTR act: -7; Hsp70 activator: 0.1; NF-kB neuron act: 1; FLuc act counter: 1.1; Efa HMGR inh: -5

What do the screens show for `Cc1nc(CNC(=O)CC2C(=O)NCCN2Cc2cccc(Oc3ccccc3)c2)cs1` (configuration not stated)?
STAT1 act: 101; G6PDH CS: 6; DTT redox prof: 0.7; APP 5UTR inh: 19; FLuc inh counter: -4; APP 5'UTR act: -19; Hsp70 activator: 0.5; NF-kB neuron act: 0.85; FLuc act counter: 1; Efa HMGR inh: 6

What do the screens show for `Cc1cccn2c(=O)c(/C=C(\C#N)C(N)=O)c(N3CCN(Cc4ccc5c(c4)OCO5)CC3)nc12`?
STAT1 act: 99; G6PDH CS: -21; DTT redox prof: 0.4; APP 5UTR inh: 5; FLuc inh counter: -6; APP 5'UTR act: -5; Hsp70 activator: -0.1; NF-kB neuron act: 0.49; FLuc act counter: 1.1; Efa HMGR inh: 1

How did CCN(CC)C(=O)CSc1ncnc2c1cnn2Cc1ccccc1 do in these assays?
STAT1 act: 98; G6PDH CS: 5; DTT redox prof: 3.5; APP 5UTR inh: -9; FLuc inh counter: -8; APP 5'UTR act: 9; Hsp70 activator: -0.2; NF-kB neuron act: 0.82; FLuc act counter: 1.1; Efa HMGR inh: 0

Results for CCCOc1ccc(OCCn2nc(C(=O)O)c3ccccc3c2=O)cc1 ?
STAT1 act: 124; G6PDH CS: -4; DTT redox prof: 0.1; APP 5UTR inh: -19; FLuc inh counter: 2; APP 5'UTR act: 19; Hsp70 activator: -0.3; NF-kB neuron act: 1.2; FLuc act counter: 1; Efa HMGR inh: -2

Results for Cc1ccc(COCC(CC(C)C)N2CCN(C(=O)c3cccc(C(F)(F)F)c3)CCC2=O)cc1 (configuration not stated) ?
STAT1 act: 95; G6PDH CS: 10; DTT redox prof: 0.3; APP 5UTR inh: -5; FLuc inh counter: 4; APP 5'UTR act: 5; Hsp70 activator: -0.2; NF-kB neuron act: 1; FLuc act counter: 1; Efa HMGR inh: -11

How did COc1cc(/C=N/NC(=O)c2ccc(CSc3nc4ccccc4[nH]3)cc2)cc(OC)c1OC do in these assays?
STAT1 act: 92; G6PDH CS: 1; DTT redox prof: -0.4; APP 5UTR inh: 9; FLuc inh counter: 4; APP 5'UTR act: -9; Hsp70 activator: -0.2; NF-kB neuron act: 0.43; FLuc act counter: 1; Efa HMGR inh: 1

Results for Cc1cccc(NC(=O)C2CCCN2C(=O)Oc2ccccc2)c1 (configuration not stated) ?
STAT1 act: 106; G6PDH CS: 4; DTT redox prof: 0.1; APP 5UTR inh: -14; FLuc inh counter: 0; APP 5'UTR act: 14; Hsp70 activator: -0.3; NF-kB neuron act: 0.86; FLuc act counter: 1; Efa HMGR inh: -4

How did CC1CCC(C(C)C)C(OC(=O)C2=C3c4ccccc4S(=O)(=O)N3CC2)C1 (configuration not stated) do in these assays?
STAT1 act: 103; G6PDH CS: 2; DTT redox prof: 1.8; APP 5UTR inh: 10; FLuc inh counter: -8; APP 5'UTR act: -10; Hsp70 activator: 1.2; NF-kB neuron act: 1.1; FLuc act counter: 1.1; Efa HMGR inh: 0

What do the screens show for `CCOP(=O)(OCC)C(NC(=O)Nc1cccc(Cl)c1)C(N)=O` (configuration not stated)?
STAT1 act: 89; G6PDH CS: 27; DTT redox prof: -0.1; APP 5UTR inh: -15; FLuc inh counter: -1; APP 5'UTR act: 15; Hsp70 activator: -0.3; NF-kB neuron act: 1.2; FLuc act counter: 1; Efa HMGR inh: -2

Screening data (PubChem)
